# Pf Dd2 inh: inhibitors of Plasmodium falciparum Dd2 growth; Potency, µM (series often up to 28.9 µM), for the others: top-dose activity, negative = inhibition, most hits filed as inhibitors; AID 1347417; P. falciparum Dd2 growth, SYBR Green, 72 h; actives 4.3% (n = 120,000); active = well fitted inhibition curve with a large enough effect; inconclusive = small, poorly fitted or top-dose-only effect; inactive = no such curve, though single readings can be large or run the other way;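 also: plate controls were DMSO vehicle for no effect and reference drug for full effect; nearly all actives have a fitted effect of over 65% in size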
#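 Readout: SYBR Green fluorescence, 485 nm excitation, 535 nm emission, after ~16 h lysis at 37C. Before that, Dd2-infected red cells (2.5% hematocrit) grew 72 h with compound, 29 uM top final concentration.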
# The depositor's hits bear a star; i = inactive; ? = inconclusive; [ ] = remark or other dose. Potency is read from the fitted curve at half-maximal effect. These rows are one share of the data (hit frequency here may not be typical).
SMILES,Pf Dd2 inh
CN(C)C(=O)N1CCn2nc(CNC(=O)c3cccc(-n4cnnc4)c3)cc2C1,2%
C[S+](=O)([O-])N1CCC2(C1)N=C(c1ccncc1)C(=O)N2 (stereo not drawn),5%[44.1 µM]
Cc1oc(-c2cccc(Oc3ccccc3)c2)nc1CN(C)CCCO,?
Cn1c(=O)cc(OCC(=O)N2CCN(c3ccccc3F)CC2)c2ccccc21,-10%
CCc1noc(-c2nc(-c3ccc(OC)c(F)c3)no2)n1,-23%
Cc1ccc(CSc2nc(N)cc(N3CCN(CCCO)CC3)n2)cc1,i
COC[C@@H]1CN(C(=O)COc2ccc(Cl)cc2)C[C@H]1C(N)=O,-1%
Cc1cccc(Cn2c(SCc3ccc(C(=O)NC4CCCC4)cc3)nc3cccnc32)c1,-26%
COc1cc2[nH]c(=O)n(Cc3ccc(C(=O)NCc4ccc(C)cc4)cc3)c(=O)c2cc1OC,-25%
Cc1ccc2[nH]c(=O)c(CCC(=O)NC(C)C)cc2c1,i
O=C(NCc1ccccc1)c1cccn1-c1nnc(N2CCCCC2)s1,i
COC(=O)c1c(-c2ccc(Cl)cc2)noc1N1CCN(c2ccc(OC)cc2)CC1,15%
CC(C)NC(=O)c1ccc2c(c1)nc1n2CCCCC1,14%
COc1ccc(CN2C(=O)CO[C@H]3CN(C(=O)C4CC4)C[C@H]32)cc1,18%[44.1 µM]
Cn1cccc1CN1CCC2(CC1)C(=O)NCN2Cc1ccc(Cl)cc1,1%
COc1ccc(CCNC(=O)Cn2c(=O)n(-c3ccccc3)c(=O)c3c(C)c(C)sc32)cc1OC,i
CCN(CC)c1cc(C)c2cc(NC(=O)/C=C/c3ccccc3Cl)ccc2n1,10µM*
COc1cccc(CC(=O)N2CCC([C@@H]3CNC[C@H]3CO)CC2)c1,25%
CC1=C[C@@H](CNC(=O)Cc2ccccc2)[C@H](C(C)C)C[C@H]1Cc1nc2ccncc2[nH]1,-10%[44.1 µM]
Cc1cc(C)cc(Oc2nc3c(C)cccn3c(=O)c2/C=C(\C#N)c2nc3ccccc3s2)c1,0.89µM*
CCCCN(CC)CCCNC(=O)c1cn(CC)c2ccc(S(=O)(=O)N3CCOCC3)cc2c1=O,-9%
COc1cc(C)ccc1OCCSc1nc2ccc(NC(C)=O)cc2s1,i
O=C(c1cccc(Cl)c1)N1CCC2(CC1)OCC(C(=O)N1CCCC1)N2C(=O)c1cccc(F)c1 (stereo not drawn),i
CCc1ccc(S(=O)(=O)c2cn(CC)c3cc(N4CCOCC4)c(F)cc3c2=O)cc1,?
CN(C)C[C@@H]1CN(Cc2ccncc2)C[C@H]1NC(=O)c1ccc(Cl)cc1,?
COc1ccc(C(=O)NC2CCN(c3cc(-c4cccs4)[nH]n3)CC2)cc1,-4%
Cc1ccc(OCC(=O)NC2CCN(c3cc(-c4ccccc4)[nH]n3)CC2)cc1,8%
COc1cccc(C2Cn3nnc(-c4nc(-c5ccc(C)c(C)c5)no4)c3CO2)c1 (stereo not drawn),i
O=C(CN1C(=O)NC2(CCOCC2)C1=O)Nc1ccc2c(c1)OCCO2,22%
N#Cc1ccccc1N1CCN(C(=O)CCc2nc3ccccc3[nH]2)CC1=O,-13%
O=C(NCc1ccc(F)cc1)C1CN(c2ccc(Cl)cc2)C(=O)N1 (stereo not drawn),15%
CCc1ccc(NC(=O)CCS(=O)(=O)c2ccc3c(c2)oc(=O)n3C)cc1,?
CCOc1ccc(CNC(=O)C2CCN(S(=O)(=O)c3ccc4c(ccn4C)c3)CC2)cc1,-2%
Cc1cccc(NC(=O)C2CCCN(S(=O)(=O)c3c(C)[nH]c(=O)[nH]c3=O)C2)c1C (stereo not drawn),-7%
COCC(=O)NC1CCC12CCN(Cc1ccc(C)o1)CC2 (stereo not drawn),-15%
COc1cc(Cl)c(C)cc1NC(=O)Cn1c2ncccc2c(=O)n1-c1ccccc1,1%

# Structural class, the compounds so far with a cyano group.
SMILES,Pf Dd2 inh
Cc1cc(C)cc(Oc2nc3c(C)cccn3c(=O)c2/C=C(\C#N)c2nc3ccccc3s2)c1,0.89µM*
N#Cc1ccccc1N1CCN(C(=O)CCc2nc3ccccc3[nH]2)CC1=O,-13%

# The list continues:
SMILES,Pf Dd2 inh
Cc1ccc(-c2nc3cccnc3s2)cc1NC(=O)Cc1ccccc1,6%
CCc1cccc(C)c1Nc1c(-c2ccc(N3CCOCC3)cc2)nc2ncccn12,?
COCC(C)NC(=O)c1cnn2c(C(F)F)cc(-c3ccccc3)nc12 (stereo not drawn),37%[activator]
CC(C)(C)n1ccc(C(=O)N2CCC3(CCC(=O)N(CCCO)C3)CC2)c1,-1%
CC(=O)Nc1ccc(OCc2cc(=O)n3ccccc3n2)cc1,29%
CCOc1ccc(N(CC)S(=O)(=O)N2CCCC(C(=O)NCc3ccccc3OCC)C2)cc1 (stereo not drawn),?
CC(C)n1cc(CN2CCCC23CCN(c2ccc(C(F)(F)F)cn2)CC3)cn1,?
CCc1cccc2c(C(CC(=O)NCc3ccc(F)cc3)c3cccc(OC)c3OC)c[nH]c12 (stereo not drawn),-14%
O=C(NCc1ccccc1F)c1ccc2c(c1)CN(Cc1cccc(F)c1F)CCO2,i
CCC(C)NC(=O)c1ccc2c(c1)N(Cc1ccccc1)C(=O)c1ccccc1S2(=O)=O (stereo not drawn),3.2µM*
N#Cc1ccc(CN2CCC3(Cc4ccccc4CNC3=O)C2)cc1 (stereo not drawn),5%
CN1CCOc2nc(-c3ccc(Oc4ccccc4)cc3)ncc2C1=O,5µM*
COCCCNC(=O)CCc1c(C)nc2cc(-c3ccc(Cl)cc3)nn2c1C,?
COc1ccc(CNC(=O)Cn2c(N3CCc4ccccc4C3)nc(C)cc2=O)cc1,8.9µM*
COc1ccc2cc(-c3nc4ccc(C(=O)O)cc4[nH]3)c(=O)oc2c1,-8%
CC(=O)N1CCN(C(=O)c2cnc(-c3cccnc3)nc2)CC(O)C1 (stereo not drawn),-10%
Cn1c(=O)c2c(-c3ccc(Cl)cc3)n(Cc3ccc(Cl)cc3)cc2n(C)c1=O,11µM*
COc1cccc(CC(=O)N2CCCn3nc(C)c(-c4ccccc4Oc4ccccc4)c32)c1,13µM*
Cc1cccc(-n2c(/C=C/c3cn(C)c4ccccc34)nc3ccccc3c2=O)c1,?
CNc1ccc(C)cc1C(=O)N1CCC2(CCCN(C)CC2)CC1,10µM*
COc1ccc(CN2CCOc3nc(-c4cccc(N(C)C)c4)ncc3C2=O)cc1,?
COc1ccc(C(=O)NC[C@H]2COCc3nc4cc(C(F)(F)F)ccc4n32)cc1,?
COCC(=O)N1CCN(c2nc3ncccc3o2)CC1,-5%[44.1 µM]
CN(Cc1ccccc1)C(=O)c1cc2c(=O)n(C)c3ccccc3c2s1,?
CCCN(C)c1nccnc1OC1CCN(C(=O)c2ccc(OC)cc2)C1 (stereo not drawn),-68%
CNC(=O)c1cc[nH]c1C1CCCN(C(=O)NC(C)(C)C)C1 (stereo not drawn),21%
CCc1cccc(NC(=O)CN2C(=O)NC(c3ccc(Cl)cc3)C3=C2COC3=O)c1 (stereo not drawn),-20%
COc1ccccc1-c1ccc(C(=O)O)cc1,i
Cc1ccc(C)c(NC(=O)CSc2cn(CC(=O)N3CCCCC3)c3ccccc23)c1,i
CC(=O)N1CC2(CCN(CCCn3ccnc3C)CC2)CC1C(=O)O (stereo not drawn),-4%
CC(C)(C)CC(=O)N1CCN2C(=O)c3cc(-c4ccc5c(c4)OCO5)ccc3NC(=O)[C@H]2C1,i
CCn1cc2nc(SCC(=O)Nc3ccc(C)cc3)n(Cc3ccc(C)cc3)c(=O)c2n1,?
COCCCNc1ccc2nnc(-c3ccc(C)cn3)n2n1,i
CC(C)CCN1CCNC(=O)C1CC(=O)N(Cc1cnn(C)c1)C1CC1 (stereo not drawn),-3%
CCOc1cccc(CN2CC(Oc3ccccc3C(=O)NC3CC3)C2)c1,?
Cc1cc(C(=O)N2CCc3c(nc(C)nc3N(C)C)C2)c2cccc(C)c2n1,i
COCC(=O)N(C)Cc1cccc(C(F)(F)F)c1,23%[44.1 µM]
CC(O)CN1CC2(CCC1=O)CCN(CCCn1ccnc1)CC2 (stereo not drawn),0%
CCOc1cc(=O)n2c(c1C(=O)NCc1ccccc1F)CCCCC2,i
CC(C)COc1cc(=O)n2c(c1C(=O)NC1CCN(C)CC1)CCCCC2,28%
Cc1noc(-c2cccs2)c1C(=O)NCCCCc1ccccc1,?
CN(Cc1cc(-c2ccccc2)on1)C(=O)CN1C[C@@H]2CC[C@H](CC1=O)N2,-13%
COc1ccc(C2(C(=O)N(C)Cc3ccc4c(c3)OCO4)CCOCC2)cc1,-4%
COc1cccc(-n2c(=O)c3cc(OC)c(OC)cc3n(CC(=O)Nc3ccc(F)cc3)c2=O)c1,2%
Cc1cccc(N2C(=O)CSC23CCN(C(=O)C2CC2)CC3)c1,-14%
CC(C)c1ccc(NC(=O)O[C@@H]2CO[C@H]3[C@@H]2OC[C@@H]3NC(=S)NC2CCCCC2)cc1,i
Cc1nn(-c2ccc(F)cc2)c(Oc2ccc(F)cc2F)c1CCC(=O)N(C)C(C)C,-11%
O=C(CN1C(=O)COc2ccc(S(=O)(=O)N3CCCCCC3)cc21)Nc1cccc(Cl)c1,8%
Cc1ccc(C(=O)N2[C@H]3CC[C@@H]2c2cnc(C)nc2C3)c(C)c1,-2%
Cc1ccc(C2(O)CCN(C(=O)c3ccc4ncccc4c3)CC2)nc1,4µM*
O=C(NCC12CCC=C1N(CC1CC1)C(=O)CC2)C1CCOCC1 (stereo not drawn),20%
CCC1Oc2ccc(NC(=O)COC)cc2CN(Cc2cc(F)cc(F)c2)C1=O (stereo not drawn),?
COc1ccc(-c2cc3nc4c(c(=O)n3[nH]2)CCN(C(=O)c2ccccc2C)C4)cc1,?
Fc1cc(F)cc(Cc2nc3nccc(-c4cc5ccccc5o4)n3n2)c1,-15%
O=C(c1ccc2c(c1)OCO2)N1CCC2(CC1)NC(=O)N(c1ccccc1Cl)N2,i
CCOC(=O)c1c(C)oc2nc(C)nc(NCCCN3CCN(c4cccc(C)c4)C(C)C3)c12 (stereo not drawn),?
CCOC(=O)c1sc2ncn(CC(=O)Nc3ccc(C)cc3Br)c(=O)c2c1C,-6%
COc1ccc(CN2C[C@@H](C(N)=O)[C@H](c3nc(C)no3)C2)cc1Cn1cccn1,i
COc1ccc(-c2nc(C3CC(=O)N(Cc4ccccc4OC)C3)no2)c(C)c1 (stereo not drawn),-25%
Cc1ccc(NC(=O)CSCn2nnc3c(=O)[nH]c(Cc4ccc(F)cc4)nc32)c(C)c1,11%
# Next records:
SMILES,Pf Dd2 inh
O=[S+]([O-])(c1cccs1)N1CCCC2(CC(c3cccc(C(F)(F)F)c3)=NO2)C1 (stereo not drawn),?
Cc1ccccc1OCc1ccc(-c2nc(C#N)c(N3CCN(c4ccccc4)CC3)o2)o1,11µM*
CN1CC2(CCN(Cc3ccc(CCC(C)(C)O)cc3)CC2)OC1=O,-5%
CSc1cccc(NC(=O)Cn2cnc(S(=O)(=O)N3CCCC3)c2)c1,i
CN(CCc1noc(C2CN(C(=O)CN3CCCCCC3)C2)n1)S(C)(=O)=O,-10%
O=C(c1ccc2cc[nH]c2c1)N1CCCC(Cc2noc(-c3cnccn3)n2)C1 (stereo not drawn),i
CCOC(=O)c1cnc2c(ccc3ccccc32)c1Nc1ccc(C(C)=O)cc1,5µM*
CCn1cc(C(=O)NCCOC)c(=O)c2cc(S(=O)(=O)N3CCOCC3)ccc21,6%
O=C(CCCc1ccccc1)N1C[C@@H](CO)[C@H](c2nc(C3CC3)no2)C1,?
O=C(NCc1ccc(Cl)s1)C1CCCN(C2CCN(C(=O)C3CC3)CC2)C1 (stereo not drawn),i
Cc1cc(C)cc(NC(=O)CSc2cc(C)[nH]c(=O)n2)c1,15%
Cc1ccc(CNC(=O)C2CCN(S(=O)(=O)c3c(C)noc3/C=C/c3c(C)cc(C)cc3C)CC2)cc1,i
CC(C)Oc1cc(-c2ccc(C(C)N3CCOCC3)cc2)nc(N)n1 (stereo not drawn),-5%
O=C(c1ccc(C(F)(F)F)cc1)N1CCn2c(nnc2-c2ccccc2)C1,i
O=C(C[C@@H]1CCNC[C@@H]1Cc1cc(CC2CCCCC2)on1)N1CCC(Cc2ccccc2)CC1,?
Cc1ccc(CN2CCCCCCNC(=O)[C@@H]3C[C@@H](C(=O)N4CCN(c5ccccn5)CC4)C[C@@H]32)o1,?

# Grouped by structure: the compounds so far with an NH in an aromatic ring
SMILES,Pf Dd2 inh
COc1cc2[nH]c(=O)n(Cc3ccc(C(=O)NCc4ccc(C)cc4)cc3)c(=O)c2cc1OC,-25%
Cc1ccc2[nH]c(=O)c(CCC(=O)NC(C)C)cc2c1,i
CC1=C[C@@H](CNC(=O)Cc2ccccc2)[C@H](C(C)C)C[C@H]1Cc1nc2ccncc2[nH]1,-10%[44.1 µM]
COc1ccc(C(=O)NC2CCN(c3cc(-c4cccs4)[nH]n3)CC2)cc1,-4%
Cc1ccc(OCC(=O)NC2CCN(c3cc(-c4ccccc4)[nH]n3)CC2)cc1,8%
N#Cc1ccccc1N1CCN(C(=O)CCc2nc3ccccc3[nH]2)CC1=O,-13%
Cc1cccc(NC(=O)C2CCCN(S(=O)(=O)c3c(C)[nH]c(=O)[nH]c3=O)C2)c1C (stereo not drawn),-7%
CCc1cccc2c(C(CC(=O)NCc3ccc(F)cc3)c3cccc(OC)c3OC)c[nH]c12 (stereo not drawn),-14%
COc1ccc2cc(-c3nc4ccc(C(=O)O)cc4[nH]3)c(=O)oc2c1,-8%
CNC(=O)c1cc[nH]c1C1CCCN(C(=O)NC(C)(C)C)C1 (stereo not drawn),21%
COc1ccc(-c2cc3nc4c(c(=O)n3[nH]2)CCN(C(=O)c2ccccc2C)C4)cc1,?
Cc1ccc(NC(=O)CSCn2nnc3c(=O)[nH]c(Cc4ccc(F)cc4)nc32)c(C)c1,11%
O=C(c1ccc2cc[nH]c2c1)N1CCCC(Cc2noc(-c3cnccn3)n2)C1 (stereo not drawn),i
Cc1cc(C)cc(NC(=O)CSc2cc(C)[nH]c(=O)n2)c1,15%

# Assay outcomes (PubChem)
